BLM inh: inhibitors of human Bloom syndrome helicase BLM | P54132 | recombinant BLM DNA unwinding, fluorescence dequenching | Potency, µM (series often up to 56.1 µM), without a hit: at the highest dose activity change, negative = inhibition, most hits filed as inhibitors | hit rate 0.2% among 350,000 | AID 2528;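 note: potency is the fitted concentration of half-maximal effect; plate controls were vehicle for no effect and no enzyme for full effect; nearly all actives have a fitted effect of over 35% in size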
POLB inh: inhibitors of human DNA polymerase beta | P06746 | Pol beta primer extension/strand displacement, fluorescence kinetic | Potency, µM (highest dose often 114 µM), for the others: top-dose activity change, negative = inhibition, most hits filed as inhibitors | hit rate 1.3% among 340,000; note: potency is the fitted concentration of half-maximal effect; % is set by controls: 0 for no effect and ±100 for the full control effect
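Reaction started by 50 nM substrate onto compound-treated Pol beta (10 nM, 15 min preincubation, room temperature); plates read at 0 min and 10 min. Normalized concentration-effect data fitted by four-parameter Hill equation.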
POLH inh: inhibitors of human DNA polymerase eta; recombinant Pol eta, fluorescent DNA replication assay; Q9Y253; hit rate 1.2% among 390,000; Potency, µM (top dose mostly 114 µM), inactives show top-dose activity change, negative = inhibition, usual class: inhibitors; note: potency is the fitted concentration of half-maximal effect; % is set by controls: 0 for no effect and ±100 for the full control effect
Target sequence (Q9Y253 whole entry, looked up): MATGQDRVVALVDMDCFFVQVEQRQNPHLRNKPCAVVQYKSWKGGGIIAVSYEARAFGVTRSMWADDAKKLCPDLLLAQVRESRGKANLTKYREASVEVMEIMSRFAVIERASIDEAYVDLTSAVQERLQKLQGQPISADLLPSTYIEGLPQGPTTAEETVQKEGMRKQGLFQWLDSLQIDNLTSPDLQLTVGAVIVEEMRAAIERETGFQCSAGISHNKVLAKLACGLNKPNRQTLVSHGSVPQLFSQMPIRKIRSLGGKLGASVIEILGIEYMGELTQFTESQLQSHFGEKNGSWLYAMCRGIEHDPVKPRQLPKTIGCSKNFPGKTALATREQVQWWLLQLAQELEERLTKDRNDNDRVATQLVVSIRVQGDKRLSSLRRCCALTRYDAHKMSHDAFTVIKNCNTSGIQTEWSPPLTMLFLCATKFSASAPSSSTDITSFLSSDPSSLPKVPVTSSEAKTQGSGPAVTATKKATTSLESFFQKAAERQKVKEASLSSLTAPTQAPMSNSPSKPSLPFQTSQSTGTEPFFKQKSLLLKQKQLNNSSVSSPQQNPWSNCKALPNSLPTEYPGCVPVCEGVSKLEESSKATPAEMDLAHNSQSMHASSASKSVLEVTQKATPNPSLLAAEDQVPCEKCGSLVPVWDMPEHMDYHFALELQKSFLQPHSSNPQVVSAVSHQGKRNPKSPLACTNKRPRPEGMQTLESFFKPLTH
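Fluorescent replication assay: 50 nM final substrate added after a 15 min room-temperature compound preincubation with 10 nM enzyme. Signal taken at 0 min and again at 10 min.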
APEX1 inh: APE1 (human) endonuclease inhibition; recombinant APE1, TAMRA/BHQ-2 abasic DNA cleavage fluorescence; AID 2517; P27695; Potency, µM (top dose mostly 65.8 µM), without a hit: at the highest dose activity change, negative = inhibition, usual class: inhibitors; hit rate 0.35% among 350,000;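 note: potency is the fitted concentration of half-maximal effect; plate controls were vehicle for no effect and reference inhibitor for full effect; nearly all actives have a fitted effect of over 55% in size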
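Quantitative HTS: incision of a TAMRA/BHQ-2 double-stranded substrate bearing a tetrahydrofuran abasic site by 0.75 nM APE1 raises fluorescence. Substrate 50 nM final, added after 15 min compound preincubation at room temperature; progress as third-minus-first kinetic read difference.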
Apoferritin bind: candidate novel general anesthetic via apoferritin binding; AID 485281; Potency, µM (highest dose often 77.5 µM), for the others: at the highest dose activity change, negative = displacement, most hits filed as inhibitors; apoferritin/1-aminoanthracene competitive binding, fluorescence; hit rate 0.074% among 350,000; note: potency is the fitted concentration of half-maximal effect; % is set by controls: 0 for no effect and ±100 for the full control effect; nearly all actives have a fitted effect of over 20% in size
Target sequence (P02791 2-175 limits assumed): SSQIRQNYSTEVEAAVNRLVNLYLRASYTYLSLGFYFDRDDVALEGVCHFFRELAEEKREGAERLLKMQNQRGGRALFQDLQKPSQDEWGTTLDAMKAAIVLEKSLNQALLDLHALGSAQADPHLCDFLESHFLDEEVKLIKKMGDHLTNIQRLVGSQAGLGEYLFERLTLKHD
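Horse-spleen apoferritin (10 uM) in 50% saturated 1-aminoanthracene in PBS was incubated 10 min at room temperature with compound. Fluorescence (ex 380, em 535 nm) was normalized to free and bound 1-AMA, with concentration-response fitted by a four-parameter Hill equation.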
POLI inh: DNA polymerase iota (human) inhibition | Q9UNA4 | Pol iota fluorescent replication assay, 10 min | Potency, µM (top dose mostly 115 µM), without a hit: at the highest dose activity, negative = inhibition, most hits filed as inhibitors | hit rate 1% among 390,000 | AID 588590; note: potency is the fitted concentration of half-maximal effect
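Fluorescent replication assay read twice, at 0 min and 10 min after adding 50 nM (final) substrate. Enzyme (10 nM) and compounds were first incubated 15 min at room temperature; enzyme-free buffer wells were negative controls.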
RXFP1 antagonist: blocks the human relaxin receptor RXFP1 | HEK293-RXFP1, relaxin-stimulated cAMP HTRF, 30 min; stronger effect = lower value | activity change, negative = inhibition, % at 57.5 µM | hit rate 0.59% among 350,000 | AID 1259400;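 active = activity change of -60% or lower, but not beyond a set lower limit; inconclusive = change between -60% and -40%, or beyond the set limit; inactive = change above -40%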; note: % is set by controls: 0 for no effect and ±100 for the full control effect
PGK inhibitor: inhibitors of T. brucei phosphoglycerate kinase; PGK/GAPDH coupled, Kinase-Glo luminescence, 60 min; Potency, µM (titrated, usually from 57.5 µM), for the others: at the top dose activity change, negative = inhibition, usual class: inhibitors; P07378; AID 602233; hit rate 0.043% among 380,000; note: potency is the fitted concentration of half-maximal effect; % is set by controls: 0 for no effect and ±100 for the full control effect; nearly all actives have a fitted effect of over 60% in size
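Recombinant glycosomal PGK reaction used 1,3-bisphosphoglycerate generated in-well by GAPDH (100nM final) in 100mM TEA pH 7.6, 5mM MgCl2, 0.01% Tween-20. After 60 minutes at room temperature, ATP was read by Kinase-Glo Plus luminescence end-point.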
Pol kappa inh: blocks human DNA polymerase kappa activity | Q9UBT6 | purified Pol kappa, fluorescent DNA synthesis assay, 10 min | Potency, µM (highest dose often 107 µM), without a hit: at the top dose activity, negative = inhibition, hits mostly inhibitors | hit rate 0.53% among 400,000; note: potency is the fitted concentration of half-maximal effect; % is set by controls: 0 for no effect and ±100 for the full control effect
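Readout: fluorescence, taken kinetically at 0 and 10 min. Conditions: 10 nM Pol kappa, 15 min RT compound preincubation, 50 nM substrate final. Controls: enzyme-free buffer wells.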
An asterisk follows results filed as active; i = inactive; ? = inconclusive; . = not tested or not shown; & = joins results of further samples; [ ] = dose if it differs, or a comment. Unless noted, calls come from the whole dose curve; as a rule, active = well fitted curve in the direction sought with a large enough effect; inconclusive = small, poorly fitted or top-dose-only effect, or another doubt; inactive = no such curve, though single readings can be large; an effect the other way counts as inactive or inconclusive.

Results follow in this order: BLM inh | PGK inhibitor | Pol kappa inh | POLB inh | POLI inh | Apoferritin bind | POLH inh | APEX1 inh | RXFP1 antagonist
> C/C(CCN1CCc2nc(-c3ccccc3)c(-c3ccccc3)cc2C1)=N\O[C@H](C)c1cn([C@H](CO)Cc2ccccc2)nn1
    -6.9% | . | . | -2.1% | . | ? | . | -4.5% | .
> Nn1c(COc2cccc(Br)c2)nnc1SCC(=O)NCC1CCCO1 (stereo not drawn)
    . | -8.3% | -6.0% | . | -25.1% | . | -3.9% | 6.5% | -0.7
> Cc1cc(NC(=O)CCN2C(=O)/C(=C\c3ccccc3)SC2=S)no1
    0.7% | -8.5% | -4.3% | 0.6% | ? | -1.4% | -15.8% | 1.5% | -8.2
> Brc1c(CSc2nncn2-c2ccccc2)nc2ncccn12
    -0.4% | -4.5% | -11.2% | 14.6% | -1.9% | 47.2%[activator] | 6.6% | 6.8% | 14.0
> Cc1ccc(S(=O)(=O)N2CCCC2C(=O)NCCc2ccccc2)cc1 (stereo not drawn)
    -1.5% | i | -1.4% | ? | 117.5%[activator] | -8.3% | -18.2% | -1.9% | -3.6
> Cc1ccccc1C(=O)NCc1nnc(SCC(=O)N2CCN(c3ccccc3)CC2)n1C
    -2.7% | -0.5% | -2.3% | 1.2% | 3.9% | -11.8% | -12.9% | 0.4% | -2.7
> CCCCC(C)(C)[C@H](O)/C=C/[C@H]1[C@H](O)CC(=O)[C@@H]1C/C=C\CCCC(=O)O
    0.8% | . | 2.5%[19.4 µM] | . | . | 2.8% | . | 4.5%&-4.0% | .
> CCc1c(O)nc(SCC(=O)Nc2ccc(C)cc2)n(C2CCCCC2)c1=O
    -6.1% | 0.0% | -5.7% | 1.7% | -24.6% | -23.9% | -7.7% | 16.2% | -26.6
> CC(C)OCCCNC(=O)Cn1ccc2cc(S(=O)(=O)N3CCCCC3)ccc21
    1.4% | -0.3% | 4.0% | 3.7% | 25.2% | -9.2% | -3.7% | 50.6%[activator] | 8.0
> CC(C)(C)NS(=O)(=O)c1ccc(CCC(=O)N2CCCCC2)cc1
    0.0% | -6.1% | -21.5% | -2.0% | 7.6% | -10.8% | 6.0% | -6.9% | -2.2
> Cc1cc(Cl)ccc1NC(=S)N1CCN(C(=O)c2ccco2)CC1
    -14.6% | -11.8% | -6.2% | 31.4% | -10.2% | -2.0% | -3.1% | -0.3% | -24.0
> O=C(O)/C=C/c1ccc2c(-c3ccccc3)onc2c1
    -4.8% | -7.5% | -0.7% | 23.0% | 102.9%[activator] | -10.5% | -8.7% | 1.6% | 15.9
> COc1ccccc1C(C)NC(=O)CCOc1cccc(C)c1 (stereo not drawn)
    -1.8% | i | 10.6% | 25.1% | 20.4% | -8.6% | -15.7% | -3.8% | -11.3
> COc1ccccc1NS(=O)(=O)c1cc(NC(=O)CNC(=O)c2ccccc2)ccc1C
    -0.3% | -2.3% | -15.6% | 24.9% | -0.5% | 9.3% | -14.1% | ? | 11.9
> O=C(Nc1ccc([N+](=O)[O-])cn1)C1CCCCC1
    1.5% | -3.6% | -14.8% | -19.3% | 8.2% | -3.2% | -3.8% | -2.0% | 10.8
> COc1cccc(NC(=O)CN(C)C(=O)c2cc3c(s2)CCCC3)c1
    . | 5.4% | -6.6% | . | 18.2% | . | -4.0% | 12.7% | 9.6
> Cc1cccc(N(CC(N)=O)C2SC(=O)N(Cc3cccc(C(=O)O)c3)C2=O)c1 (stereo not drawn)
    -2.1% | -5.7% | -17.2% | -11.0% | -9.2% | -7.8% | -7.5% | . | -10.0
> CC(C)CNS(=O)(=O)c1ccc(CCC(=O)N2CCC(C(N)=O)CC2)cc1
    -3.7% | 1.2% | -2.0% | 30.8% | -8.9% | 7.5% | 4.5% | 2.6% | 7.6
> Cc1csc(C(=O)O)c1-c1c(C)csc1C(=O)O
    0.8% | 7.9% | -14.5% | -8.3% | -5.3% | -10.2% | -7.9% | -1.2% | 5.0
> Cc1cccc(NCC(O)Cn2cnc3c2c(=O)n(C)c(=O)n3C)c1 (stereo not drawn)
    -1.6% | i | 5.8% | 13.5% | 9.9% | -0.5% | -6.5% | 0.3% | -2.7
> O=C(NCC(=O)N1CCCCCCC1)c1ccc(Cl)cc1
    . | -2.8% | 3.0% | . | -13.8% | . | -2.7% | 49.3%[activator] | 5.3
> Cc1cccc(NC(=O)c2onc3c2CCCC3)n1
    2.2% | ? | 2.1% | ? | 6.2% | -15.1% | -13.9% | 8.7% | .
> COc1cc(/C=C\C(=O)N2CCC=CC2=O)cc(OC)c1OC
    0.6%[21.4 µM] | . | -6.8%[12 µM] | . | . | -6.0%[29.3 µM] | . | -3.2%[21 µM] | .
> C=C(C)C(O)COc1c2occc2c(OC)c2ccc(=O)oc12 (stereo not drawn)
    . | -1.2% | -20.1% | . | 54.5%[activator] | . | -17.1% | -4.0% | 15.8
> O=C(CSc1nc2ccccc2o1)NC(=O)NCc1ccccc1
    -23.9% | -5.5% | -0.4% | 15.8% | -8.4% | -19.2% | -7.4% | 5.2% | -1.3
> CCC(CO)N=CC1=C(O)CC(c2ccccc2)CC1=O (stereo not drawn)
    0.9% | 7.0% | -6.7% | 23.5% | 60.9%[activator] | -1.7% | -0.3% | 25.0% | -13.0
> COc1ccc(CN(C)C(=O)c2ccccc2Sc2ccccc2C#N)cc1OC
    -1.6% | -2.4% | -10.8% | 26.4% | 35.1%[activator] | -19.5% | -12.9% | 0.9% | 5.0
> COc1ccc(Cl)cc1NC(=S)NCCSc1ccc(C)cc1
    -12.6% | -7.4% | -10.0% | -27.9%[57.1 µM] | -14.9% | 98.2%[activator] | -13.2% | -2.9% | -13.6
> CN(CCNC(=O)c1ccc(/C=N/O)nc1)Cc1ccccc1
    2.5% | 3.6% | -3.5% | 2.7% | 13.9% | 5.4% | -15.0% | 3.2% | .
> C=C(C)Cn1c(=O)c2c(nc3n2CCN3c2cccc(Cl)c2C)n(C)c1=O
    -2.0% | i | 1.0% | 6.1% | -2.6% | -15.0% | 10.3% | 1.8% | -16.1
> OC(COCCC12CC3CC(CC(C3)C1)C2)CN1CCCCC1 (stereo not drawn)
    3.8% | . | -1.8% | -9.8% | ? | ? | -3.7% | -8.5% | -16.6
> Cc1cc(N)c(-n2cc3c(=O)n(C)c(=O)n(C)c3c2)cc1C
    -3.4% | -3.9% | -19.1% | 31.1% | 16.7% | -1.7% | -13.5% | -5.4% | 2.4
> COc1ccc(Cn2nnnc2C(C(C)C)N2CCN(c3ccccc3OC)CC2)cc1 (stereo not drawn)
    -18.0% | i | -6.8% | 11.6% | -13.8% | 0.6% | -20.4% | -5.2% | -17.0
> C#C[C@]1(O)CC[C@H]2[C@@H]3CCc4cc(OC)ccc4[C@H]3CC[C@@]21C
    -1.0%&3.1% | -4.1% | 7.7% | 52.6% | 11.7% | -12.1% | 2.5% | 9.1% | 3.3
> CCCN(CC(=O)Nc1ccccc1C)C(=O)c1ccc(S(=O)(=O)N2CCCC2)cc1
    . | -8.8% | -3.6% | . | 18.7% | . | -2.2% | -6.7% | -1.4
> COCc1cc(C)nc(Nc2cc(C)ccc2C)c1C#N
    -4.3% | 0.0% | -7.9% | 14.4% | 22.2% | -11.8% | -9.2% | 8.7% | -1.9
> O=c1c2sc3ccccc3c2n(Cc2cccc(F)c2)c(=O)n1Cc1ccccc1
    -5.9% | i | -18.8% | -0.6% | 30.2%[activator] | 2.1% | -12.1% | . | .
> COc1cccc(-c2nnc(SCC(=O)N3CCC(C)CC3)o2)c1
    -2.3% | i | -5.0% | -9.0% | 21.7% | ? | -26.9% | . | 9.3
> CCN(CC)c1ccc(NC(=O)C(Cc2ccccc2)NS(=O)(=O)c2ccc(Br)s2)c(C)c1 (stereo not drawn)
    0.2% | 3.0% | -0.7% | 4.2% | -1.6% | -17.0% | -6.3% | . | .
> Cc1ccccc1S(=O)(=O)Nc1ncnc2sccc12
    . | -1.8% | -28.0% | . | ? | . | -16.7% | 2.2% | 8.8
> Cc1cc(C)c(NC(=O)CS(=O)CC(=O)NC2CCCc3ccccc32)c(C)c1 (stereo not drawn)
    -4.7% | -9.1% | -10.0% | -22.7% | -16.9% | -16.0% | ? | -0.8% | -7.0
> CC(=O)Nc1ccc(S(=O)(=O)N(C)CCOCc2ccccc2)cc1
    -0.1% | -10.8% | -6.6% | 1.6% | -0.8% | -18.7% | -17.0% | -1.3% | -0.5
> CCN1CCN(Cc2nc3ccc([N+](=O)[O-])cc3c(=O)n2-c2ccc(OC)cc2OC)CC1
    2.9% | -1.0% | -2.2% | 0.0% | 37.2%[activator] | -1.0% | -6.7% | -7.5% | 1.4
> CCCCn1c(SCC(N)=O)nc2sc3c(c2c1=O)CCC3
    -0.3% | -5.4% | -16.7% | 0.2% | ? | -4.3% | -13.9% | -9.5% | -1.5
> O=C(CSCc1ccccc1)N1CCN(Cc2ccc3c(c2)OCO3)CC1
    -12.1% | 7.7% | -4.0% | 37.5% | -1.3% | -12.3% | -6.4% | 10.7% | -1.5
> CC1(c2nnc(-c3ccc(F)cc3)o2)CC(c2ccc([N+](=O)[O-])cc2)=NO1 (stereo not drawn)
    -4.0% | -7.6% | -1.8% | 6.5% | -18.8% | 8.2% | -2.0% | 6.2% | .
> CC(C)n1c(SCC(=O)NC2CC2)nnc1-c1ccco1
    1.9% | -9.3% | -1.4% | -27.7% | -1.3% | -5.8% | -12.4% | 14.0% | 4.3
> Cc1oc(CC(C)C)cc1C(N)=O
    -13.6% | 1.8% | 1.9% | ? | 6.9% | -20.1% | 4.4% | 0.4% | 8.3

A run of entries of the results above:
Results follow in this order: BLM inh | PGK inhibitor | Pol kappa inh | POLB inh | POLI inh | Apoferritin bind | POLH inh | APEX1 inh | RXFP1 antagonist
> OC(COCCC12CC3CC(CC(C3)C1)C2)CN1CCCCC1 (stereo not drawn)
    3.8% | . | -1.8% | -9.8% | ? | ? | -3.7% | -8.5% | -16.6
> Cc1cc(N)c(-n2cc3c(=O)n(C)c(=O)n(C)c3c2)cc1C
    -3.4% | -3.9% | -19.1% | 31.1% | 16.7% | -1.7% | -13.5% | -5.4% | 2.4

An excerpt, so the mix of outcomes need not match the whole.
